LYPLA1 counter: counter-screen for PME1 inhibitors: inhibitors of human LYPLA1. O75608. recombinant LYPLA1, FP-Rh probe fluorescence polarization. inhibition, % at 5.9 µM. 320,000 compounds, 0.16% hits;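 active means inhibition above the mean of all tested compounds plus 3 SD, set per campaign, cut at about 14% in these data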;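 further: inhibitors block serine hydrolase probe labeling of LYPLA1 so polarization falls; 0% = enzyme with DMSO and 100% = wells lacking LYPLA1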
PAFAH1B3 FP inh: inhibitors of human PAFAH1B3; Q15102; 340,000 compounds, 0.28% hits; recombinant PAFAH1B3, FP-rhodamine probe, fluorescence polarization; inhibition, % at 3.39 µM;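 active means inhibition above the screen-wide average of all tested compounds plus 3 SD, cut at about 25% in these data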;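 further: 0% = enzyme with DMSO only and 100% = wells lacking PAFAH1B3 protein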
PAFAH2 FP inh: PAFAH2 (human) inhibition; inhibition, % at 3.39 µM; 340,000 compounds, 0.99% hits; recombinant PAFAH2, FP-rhodamine activity probe, fluorescence polarization; Q99487;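 active means inhibition above the mean over all tested compounds plus 3 SD, cut at about 30% in these data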;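 further: inhibitors block probe labeling of enzyme so polarization drops; 0% = enzyme with DMSO and 100% = wells lacking PAFAH2 protein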
PAD4 FP inh: PAD4 (human) enzyme inhibition; 330,000 compounds, 0.41% hits; Q9UM07; inhibition, % at 6.36 µM; AID 485272; recombinant PAD4, RCA probe fluorescence polarization;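 active means percent inhibition above a cutoff equal to the mean of all tested compounds plus 3 SD, cut at about 15% in these data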;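 further: 0% = PAD4 with RCA probe and DMSO and 100% = probe without PAD4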
PAFAH1B2 inh: PAFAH1B2 (human) inhibition | inhibition, % at 3.39 µM | P68402 | recombinant PAFAH1B2, FP-rhodamine activity probe, fluorescence polarization | 340,000 compounds, 1.2% hits;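 active means inhibition above the mean of all tested compounds plus 3 SD, cut at about 24% in these data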;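 further: 0% = enzyme with DMSO and 100% = wells lacking PAFAH1B2; many of its hits are not listed in these tables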
pPAFAH FP inh: pPAFAH (human) enzyme inhibition; 330,000 compounds, 1.5% hits; AID 463082; Q13093; recombinant pPAFAH, FP-rhodamine probe fluorescence polarization; inhibition, % at 3.39 µM;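 active means inhibition above the mean inhibition across the screen plus 3 SD, cut at about 25% in these data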;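 further: inhibitors block binding of the rhodamine activity-based probe so polarization drops; 0% = enzyme with DMSO and 100% = wells lacking pPAFAH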
GSTO1 counter: blocks human GSTO1 in RBBP9 counter-screen | recombinant GSTO1, activity-based probe fluorescence polarization | inhibition, % at 5.96 µM | 300,000 compounds, 1.1% hits | AID 1974;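 active means inhibition above the campaign mean inhibition plus 3 SD, cut at about 35% in these data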;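 further: 0% = GSTO1-1 with DMSO and 100% = wells lacking GSTO1-1 enzyme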
Target sequence (P78417 whole entry, looked up): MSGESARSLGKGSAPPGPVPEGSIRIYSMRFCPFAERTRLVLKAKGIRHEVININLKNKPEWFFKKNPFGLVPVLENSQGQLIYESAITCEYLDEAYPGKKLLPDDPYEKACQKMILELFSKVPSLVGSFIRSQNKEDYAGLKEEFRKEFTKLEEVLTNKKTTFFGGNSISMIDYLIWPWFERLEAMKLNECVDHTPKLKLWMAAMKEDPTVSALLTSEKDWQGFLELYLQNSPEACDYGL
PREPL inh: human PREPL enzyme inhibition; recombinant PREPL, fluorescence polarization activity-based probe; 320,000 compounds, 0.68% hits; Q4J6C6; inhibition, % at 5.96 µM; in the data active means inhibition above about 43%;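 further: 0% = enzyme with DMSO and 100% = wells lacking enzyme; many of its hits are not listed in these tables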
Target sequence (Q4J6C6 whole entry, looked up): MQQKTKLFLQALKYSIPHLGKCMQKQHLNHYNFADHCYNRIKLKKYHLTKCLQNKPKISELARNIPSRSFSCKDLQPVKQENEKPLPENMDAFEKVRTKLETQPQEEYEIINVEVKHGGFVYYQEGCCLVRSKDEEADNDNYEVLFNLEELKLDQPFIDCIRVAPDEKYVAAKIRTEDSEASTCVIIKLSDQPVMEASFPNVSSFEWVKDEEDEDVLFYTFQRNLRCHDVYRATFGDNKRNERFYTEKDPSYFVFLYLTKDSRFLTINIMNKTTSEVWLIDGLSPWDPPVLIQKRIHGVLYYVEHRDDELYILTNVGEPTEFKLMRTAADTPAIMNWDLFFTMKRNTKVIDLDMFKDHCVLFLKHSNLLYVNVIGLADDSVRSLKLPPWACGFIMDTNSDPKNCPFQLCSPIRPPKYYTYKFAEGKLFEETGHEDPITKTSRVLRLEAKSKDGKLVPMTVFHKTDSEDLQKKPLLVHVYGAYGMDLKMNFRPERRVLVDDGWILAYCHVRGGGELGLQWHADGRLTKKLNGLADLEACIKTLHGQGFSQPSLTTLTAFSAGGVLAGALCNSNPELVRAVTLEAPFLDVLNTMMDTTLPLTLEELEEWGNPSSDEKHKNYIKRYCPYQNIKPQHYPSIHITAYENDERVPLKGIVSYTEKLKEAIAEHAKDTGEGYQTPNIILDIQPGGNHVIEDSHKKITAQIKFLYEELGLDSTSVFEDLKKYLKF
LYPLA2 counter: counter-screen for PME1 inhibitors: inhibitors of human LYPLA2; 320,000 compounds, 0.38% hits; O95372; AID 2177; inhibition, % at 5.9 µM; recombinant LYPLA2, FP-Rh probe fluorescence polarization;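 active means inhibition above the screen-wide mean plus 3 SD, limit set per campaign, cut at about 26% in these data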;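 further: 0% = LYPLA2 with DMSO and 100% = wells lacking LYPLA2 enzyme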
The depositor's hits bear a star; / = not tested or not shown. A portion of the library; count on the stated rates, not on these rows.

Screens in order – LYPLA1 counter, PAFAH1B3 FP inh, PAFAH2 FP inh, PAD4 FP inh, PAFAH1B2 inh, pPAFAH FP inh, GSTO1 counter, PREPL inh, LYPLA2 counter
N#CC(C#N)=Cc1ccc(OCC(=O)N2CCOCC2)cc1
  -2, 2, 4, -2, 1, -7, 8, 2, 0
CCOc1ccc(-n2c(SCC(=O)Nc3ccc(OC)cc3)nc3sc4c(c3c2=O)CCN(C)C4)cc1
  -3, -1, -1, 5, 1, -1, 4, 17, -8
CCOc1cc(C2/C(=C(\O)c3cc(C)ccc3C)C(=O)C(=O)N2CCN(C)C)ccc1O (centres undefined)
  4, 6, 0, 5, 3, -12, -8, -3, 3
O=C1/C(=C/c2ccccc2F)SC(=S)N1CC(=O)N1CCCCC1c1cccnc1 (centres undefined)
  -3, 10, -1, -15, 3, 6, -2, 20, -3
O=C(Nc1nccs1)c1cccc(S(=O)(=O)N2CCCC2)c1
  0, -6, -1, -7, -5, -3, 1, 1, 0
CCOC(=O)c1cc(-c2cccs2)nn1CCC#N
  -2, 0, 1, 4, 2, 3, 1, 3, 3
O=C(Oc1ccc2c(c1)C(=O)c1ccccc1CO2)c1ccccc1
  -2, -1, 11, 1, 6, 6, 7, 7, -1
NC(=O)CCn1nc(-c2ccccc2)c2ccccc2c1=O
  -2, 5, 2, -4, 3, -1, -3, 6, 1
Cc1ccsc1/C=N/N1CCN(c2ccccc2)CC1
  0, 4, -10, 3, 0, 1, 8, 8, 6
O=C(NCc1cccnc1)C1c2ccccc2C(=O)N1Cc1ccccc1 (centres undefined)
  -1, 4, 1, 5, 5, 2, 10, 2, -1

(further entries)
Screens in order – LYPLA1 counter, PAFAH1B3 FP inh, PAFAH2 FP inh, PAD4 FP inh, PAFAH1B2 inh, pPAFAH FP inh, GSTO1 counter, PREPL inh, LYPLA2 counter
Cn1c(=O)[nH]c(=O)c2c1nc(Br)n2Cc1ccccc1Cl
  0, 0, -5, -2, 3, 1, -9, -47, -3
Cc1ccc(NC(=O)CSc2ccc(-c3ccccn3)nn2)cc1F
  2, -2, 1, 0, 5, 1, 3, 10, 4
CCOC(=O)C1CCCN(C(=O)/C=C/c2ccc(OC)cc2)C1 (centres undefined)
  0, 6, 1, 4, 1, 4, 4, 8, 3
N#Cc1ccsc1NC(=O)CN1CCOCC1
  3, 14, -2, -3, 4, 7, -1, 5, -2
O=C(c1cccc(F)c1)N1CCN(C(=O)c2cc3ncc(Br)cn3n2)CC1
  -1, -9, -3, 1, -1, 1, 9, 11, 1
CC(C)(C)c1nn(-c2ccccc2)c2[nH]c(=O)c(CNCc3ccco3)cc12
  2, 18, 1, -5, 2, 9, 9, -9, 1
CCCN(CCC)CCN1C(=O)C2C(C(=O)Nc3ccc(C)cc3)C3C=CC2(O3)C1C(=O)NC1CCCCC1 (centres undefined)
  -2, 2, 9, -5, 1, 0, 1, 32, -8
COc1cc(NS(=O)(=O)c2ccc(NC(=S)NC(=O)c3cccs3)cc2)nc(OC)n1
  0, 0, -1, 0, 0, -3, -1, 2, 4
CCOC(=O)/C(=N\Nc1ccc(OC)cc1)c1csc(Nc2ccccc2)n1
  -10, 11, 3, 4, 2, 2, 6, 22, 3
CC(C)(C)c1cnnn1-c1ccc(/C=N/Nc2ccc([N+](=O)[O-])cc2)cc1
  -10, 1, 11, -2, 8, 4, -4, 13, 26*

In the list so far, 2 have an aryl thioether with sulfur outside any ring:
Screens in order – LYPLA1 counter, PAFAH1B3 FP inh, PAFAH2 FP inh, PAD4 FP inh, PAFAH1B2 inh, pPAFAH FP inh, GSTO1 counter, PREPL inh, LYPLA2 counter
CCOc1ccc(-n2c(SCC(=O)Nc3ccc(OC)cc3)nc3sc4c(c3c2=O)CCN(C)C4)cc1
  -3, -1, -1, 5, 1, -1, 4, 17, -8
Cc1ccc(NC(=O)CSc2ccc(-c3ccccn3)nn2)cc1F
  2, -2, 1, 0, 5, 1, 3, 10, 4

(next part)
Screens in order – LYPLA1 counter, PAFAH1B3 FP inh, PAFAH2 FP inh, PAD4 FP inh, PAFAH1B2 inh, pPAFAH FP inh, GSTO1 counter, PREPL inh, LYPLA2 counter
Cc1nnc(SCC(=O)NCc2ccc3c(c2)OCO3)[nH]c1=O
  3, 8, 1, 0, 2, 3, 0, -9, -1
Cc1ccc2c(c1)[C@H]1[C@H](CO2)[C@H](c2ccccc2)[C@]2(C)C(=O)Nc3ccc(Br)cc3C(=O)N12
  /, -23, -42, 1, -17, -11, /, 0, /
O=S(=O)(Nc1ccc(-c2csc(-c3ccccc3)n2)cc1)c1ccccc1
  -13, -28, -54, -5, -12, -9, -7, 1, -38
O=c1ccc(-c2ccc(S(=O)(=O)Nc3ccc(F)cc3)s2)n[nH]1
  4, 3, -1, 1, 5, 23, -26, 8, 0
C/C(COc1ccccc1)=N\NC(=O)c1nnn(-c2nonc2N)c1CSc1ccccc1
  2, 11, 11, -1, 3, -11, 10, 8, 10
CC(C)C(C)(C#N)NC(=O)CSc1nc2scc(-c3ccc(F)cc3)c2c(=O)n1Cc1ccccc1 (centres undefined)
  -11, -7, -13, -1, 2, 6, -9, 21, -20
O=C(Nc1ccc(Cl)cc1Cl)c1ccc2ncsc2c1
  -3, 3, -3, 5, 4, 5, 1, 3, -1
CCOC(=O)c1c(-n2cnnn2)sc2c1CCCC2
  -2, 1, -2, -2, 5, -1, 10, 3, 5
O=C(Nc1nc2ccccc2[nH]1)NC1CCCCC1
  -2, -2, -5, -3, -1, 0, 2, 13, 1
O=C(Nc1c2c(nn1-c1ccc(F)cc1)CS(=O)(=O)C2)c1ccc(S(=O)(=O)N2CCOCC2)cc1
  3, 6, -5, -1, 16, -2, -9, 2, 2

The listing continues:
Screens in order – LYPLA1 counter, PAFAH1B3 FP inh, PAFAH2 FP inh, PAD4 FP inh, PAFAH1B2 inh, pPAFAH FP inh, GSTO1 counter, PREPL inh, LYPLA2 counter
CCOC1(OCC)N=C(N)C2(C#N)C(c3ccc(NC(C)=O)cc3)C12C#N (centres undefined)
  -1, 10, -4, -6, 10, 4, 5, 18, 0
Cc1ccc(/C=C2/NC(=O)N(c3ccccc3)C2=O)o1
  3, 2, -4, 6, 3, 7, 5, 8, 9
CC(=O)c1cccc(NCC(=O)Nc2cc(S(=O)(=O)N3CCCCC3)ccc2C)c1
  -3, 2, 1, 2, 0, 5, -1, -1, -6
O=C(CCc1ccccc1)NNC(=S)NC(=O)c1ccc(Cl)cc1
  -1, /, /, 6, /, 0, 14, 13, 0
CC(C)N(C)S(=O)(=O)c1ccc(NC(=O)C2=COCCO2)cc1
  5, 8, 0, -2, 0, 0, /, 1, 5
O=C(CC1C(=O)NCCN1Cc1ccccc1C(F)(F)F)NC1CCCCCC1 (centres undefined)
  0, 1, -5, -6, -1, 7, 0, 0, -3
CCCC(CCC(=O)Nc1ccc(C(=O)OC)cc1)C(=O)O (centres undefined)
  1, 5, 0, 3, 3, 3, 4, 10, 6
O=C(NNc1nc2ccc(Cl)cc2s1)c1cc(-c2cccs2)nc2ccccc12
  -11, 14, -4, -6, -2, 15, 0, 10, -19
C=CCc1ccc(OCC(O)CN2CCN(Cc3ccc(Cl)cc3)CC2)c(OC)c1 (centres undefined)
  2, 13, 2, -7, 0, -2, 3, 4, -1
COc1ccc(-c2cc(=O)oc3cc(OCC(=O)N(C)C)ccc23)cc1
  -1, 4, 8, 1, -1, -2, 0, 17, -1

Ordered by heavy-atom count (lowest first): three of the compounds above.
Screens in order – LYPLA1 counter, PAFAH1B3 FP inh, PAFAH2 FP inh, PAD4 FP inh, PAFAH1B2 inh, pPAFAH FP inh, GSTO1 counter, PREPL inh, LYPLA2 counter
Cc1ccc(/C=C2/NC(=O)N(c3ccccc3)C2=O)o1
  3, 2, -4, 6, 3, 7, 5, 8, 9
COc1ccc(-c2cc(=O)oc3cc(OCC(=O)N(C)C)ccc23)cc1
  -1, 4, 8, 1, -1, -2, 0, 17, -1
CCOC1(OCC)N=C(N)C2(C#N)C(c3ccc(NC(C)=O)cc3)C12C#N (centres undefined)
  -1, 10, -4, -6, 10, 4, 5, 18, 0

(cont.)
Screens in order – LYPLA1 counter, PAFAH1B3 FP inh, PAFAH2 FP inh, PAD4 FP inh, PAFAH1B2 inh, pPAFAH FP inh, GSTO1 counter, PREPL inh, LYPLA2 counter
CCN(CC)CCNC(=O)c1ccc(NC(=O)c2cc(S(=O)(=O)N3CCCCC3)ccc2C)cc1
  0, 0, 2, -2, 3, 6, 10, -4, 0
COC(=O)c1cc(C)sc1NC(=O)CSc1ncccn1
  2, 0, 2, 2, 1, 4, 11, 9, 7
O=C(CSc1nnc(CNc2cccc(C(F)(F)F)c2)n1Cc1ccco1)NCc1ccco1
  3, 2, 5, 1, 2, 1, 5, -16, 8
O=C(Cc1cccs1)N(CC1CCCO1)C1(C(=O)NC2CCCCC2)CCCCC1 (centres undefined)
  2, -1, -3, -1, 3, -4, 12, 8, -4
Cc1ccc2oc(C(=O)NCCCN3CCOCC3)c(C)c2c1
  0, 2, -2, 0, 1, 3, -3, 12, 3
O=C(N/C(=C\c1ccccc1)C(=O)N1CCOCC1)c1ccc(Br)o1
  1, 0, 12, -1, 7, 3, 4, 9, -4
CCC(C)(C)C1CCc2[nH]nc(C(=O)N/N=C(\C)c3ccco3)c2C1 (centres undefined)
  -5, 14, 5, 2, 7, 2, -8, 1, -2
COc1ccc(OCC(=O)Nc2cc(NC(=O)COc3ccc(OC)cc3)cc(C(=O)O)c2)cc1
  0, 12, 3, 3, 2, 4, -9, -15, 1
CCOC(=O)CSc1nnc2cc(C)c3ccccc3n12
  1, 9, 5, -4, 8, 5, -6, 4, 12
O=C1CCCC2=C1C(c1ccc(O)c(O)c1)Nc1ccc3ccccc3c12 (centres undefined)
  -7, 3, 5, -2, 6, 36*, 67*, 11, -12

(further entries)
Screens in order – LYPLA1 counter, PAFAH1B3 FP inh, PAFAH2 FP inh, PAD4 FP inh, PAFAH1B2 inh, pPAFAH FP inh, GSTO1 counter, PREPL inh, LYPLA2 counter
Cc1cc(S(=O)(=O)NCCc2ccccc2)ccc1-n1cnnn1
  5, 6, 8, -5, 9, 5, 7, -7, -1
COc1ccccc1NS(=O)(=O)c1cccc(NC(=O)Nc2cccc(Cl)c2)c1
  -79, -123, -141, -10, -73, -44, -68, -9, -132
COc1cccc(C2C(C#N)=C(N)OC(C(C)(C)C)=C2C#N)c1 (centres undefined)
  -1, 8, 3, -5, 6, 2, 12, -1, 1
CCOC(=O)CN(C#N)c1nc(C)cc(C)n1
  -7, 3, -2, 0, 2, 1, 7, -12, -7
O=C(CC1N=C(Cc2ccccc2)NNC1=O)N/N=C/c1ccc([N+](=O)[O-])cc1 (centres undefined)
  26*, 5, 5, -3, 6, 14, 0, -2, -3
CCOC(=O)[C@H]1[C@H]2COc3ccc(Cl)cc3[C@@H]2N2C(=O)[C@@H](CO)NC(=O)[C@@]12C
  /, 1, 2, -1, 2, 2, /, 2, /
CCOc1ccc(CNC(=O)C2CCCN(S(C)(=O)=O)C2)cc1OC (centres undefined)
  -4, 1, -7, -4, -2, 1, 3, 12, -5
O=c1c(-c2ccc([N+](=O)[O-])cc2)coc2c(O)c(O)ccc12
  -9, 17, 24, 3, 9, 54*, 53*, 20, 3
Cc1nn(CC(=O)N/N=C/c2ccc(F)cc2)c(C)c1[N+](=O)[O-]
  -1, 3, 2, 0, 0, -6, 10, 3, 5
FC(F)(F)c1cc(CCN2C(=S)NC[C@@H]2Cc2ccccc2)cc(C(F)(F)F)c1
  -3, -3, 3, 3, -2, 11, -4, -4, -6
